High-throughput results deposited in PubChem by several laboratories.
BCLXL inh: inhibitors of human Bcl-xL, primary screen, biochemical, fluorescence polarization, HTS | Bcl-2-like protein 1 (Homo sapiens), Q07817 | GST-Bcl-xL / FITC-Bim BH3 peptide fluorescence polarization | 320,000 tested, 0.7% active | inhibition, % at 10.9 µM;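 active = inhibition above the mean of all tested compounds plus 3 SD, cutoff set per campaign, cut at about 30% in these data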;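 also: 0% = DMSO wells and 100% = unlabeled Bim-BH3 peptide competitor; inhibitors lower millipolarization by displacing the labeled peptide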
MCL1-BIM inh: inhibitors of MCL1 binding to BIM-BH3, primary screen, biochemical, fluorescence polarization; GST-MCL1 / FITC-Bim-BH3 fluorescence polarization; inhibition, % at 10.9 µM; AID 2057, 2009; 320,000 tested, 0.68% active;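 active = inhibition above the mean inhibition of all tested compounds plus 3 SD, set per campaign, cut at about 40% in these data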;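 also: 0% = DMSO wells and 100% = unlabeled Bim-BH3 peptide control; higher means more loss of mP so more displacement of Bim peptide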
Target sequence (Q07820 whole entry, looked up): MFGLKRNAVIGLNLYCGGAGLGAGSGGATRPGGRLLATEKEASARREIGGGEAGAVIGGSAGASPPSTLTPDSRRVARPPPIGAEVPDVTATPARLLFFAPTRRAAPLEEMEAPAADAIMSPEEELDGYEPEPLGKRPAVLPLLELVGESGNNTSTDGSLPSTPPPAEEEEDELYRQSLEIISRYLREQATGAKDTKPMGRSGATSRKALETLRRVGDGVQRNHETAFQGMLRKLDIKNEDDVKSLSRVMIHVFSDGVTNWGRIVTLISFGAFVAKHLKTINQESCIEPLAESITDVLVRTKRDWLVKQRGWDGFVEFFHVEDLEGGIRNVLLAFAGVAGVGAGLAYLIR
Fam108B counter: mouse Fam108B serine hydrolase inhibitors, primary screen, counter-screen for RBBP9 inhibitor project, biochemical, fluorescence polarization; 300,000 tested, 0.33% active; inhibition, % at 9.51 µM; recombinant Fam108B, FP-Rh probe fluorescence polarization;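 active = inhibition above the screen mean inhibition plus 3 SD, computed separately per campaign, cut at about 18% in these data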;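 also: inhibitors lower polarization as less probe binds the enzyme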
EBNA-1 inh: EBNA-1 DNA-binding inhibitors, primary screen, biochemical, fluorescence polarization. inhibition, % at 14.8 µM. 300,000 tested, 0.34% active; in the data active = inhibition above about 28%
ZTA DNA inh: blocks Epstein-Barr virus ZTA, an EBNA-1 counter-screen. ZTA-DNA binding, fluorescence polarization. inhibition, % at 11 µM. 320,000 tested, 0.15% active; in the data active = inhibition above about 33%
Target sequence (P03206 whole entry, looked up): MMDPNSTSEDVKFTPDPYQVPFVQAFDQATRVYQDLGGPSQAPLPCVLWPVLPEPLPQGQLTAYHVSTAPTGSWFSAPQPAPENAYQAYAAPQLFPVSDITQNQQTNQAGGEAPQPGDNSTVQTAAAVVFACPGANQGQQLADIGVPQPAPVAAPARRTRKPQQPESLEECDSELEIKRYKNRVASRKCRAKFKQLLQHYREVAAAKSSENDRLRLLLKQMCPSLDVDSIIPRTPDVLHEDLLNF
Yeast superoxide: reduction of superoxide in aged yeast, primary screen, HTS | 330,000 tested, 0.18% active | S. cerevisiae aged cells, superoxide DHE fluorescence; hits give low values | superoxide response (% of plate mean), % at 10 µM;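 active = superoxide response under a set limit, about three screen SD below normal, cut at about 65% in these data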;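 also: yeast aged for seven days with compound at 30 °C before DHE staining; 100% = average MFI of all compound-treated wells on the plate with controls excluded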
Efflux pump mplx: inhibitors of Candida efflux pumps in yeast, primary screen, S. cerevisiae, Nile Red, multiplex; 330,000 tested, 0.44% active; AID 485275, 2010; S. cerevisiae Candida pump triplex; inhibition, % at 10 µM;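 active = plate passing quality check with inhibition over a set limit, or well fluorescence over plate mean plus 4 SD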;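 also: Nile Red retained in pooled yeast measured as flow cytometry median fluorescence; 0% = buffer negative control and 100% = Enniatin B positive control; higher means more Nile Red kept so more efflux inhibition; some compounds called inactive have numbers as strong as hits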
GLD-1 TGE inh: GLD-1/TGE RNA complex disruptors, primary screen, biochemical, fluorescence polarization | purified GLD-1 + fluorescein TGE RNA | 320,000 tested, 0.44% active | Female germline-specific tumor suppressor gld-1 (Caenorhabditis elegans), Q17339 | inhibition, % at 5.96 µM;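 active = percent inhibition above a per-plate cutoff, the plate mean of test compounds plus 3 SD, cut at about 30% in these data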;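 also: 0% = DMSO wells with GLD-1 and probe and 100% = wells lacking GLD-1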
MEX-5 binding: MEX-5 zinc finger RNA-binding disruptors – biochemical, C. elegans, fluorescence polarization, MLPCN library, primary screen; MEX-5/FITC-TCR2 RNA binding; hits give low values; 300,000 tested, 0.38% active; AID 1832, 2009; activity score (negative = inhibition of binding), % at 10 µM;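 active = inhibition past about -25% in most replicates, and total fluorescence under double the plate's negative control median, limit read from the data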;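 also: 0% = DMSO and -100% = 5 µM competing unlabeled TCR2 RNA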
Target sequence (Q9XUB2 whole entry, looked up): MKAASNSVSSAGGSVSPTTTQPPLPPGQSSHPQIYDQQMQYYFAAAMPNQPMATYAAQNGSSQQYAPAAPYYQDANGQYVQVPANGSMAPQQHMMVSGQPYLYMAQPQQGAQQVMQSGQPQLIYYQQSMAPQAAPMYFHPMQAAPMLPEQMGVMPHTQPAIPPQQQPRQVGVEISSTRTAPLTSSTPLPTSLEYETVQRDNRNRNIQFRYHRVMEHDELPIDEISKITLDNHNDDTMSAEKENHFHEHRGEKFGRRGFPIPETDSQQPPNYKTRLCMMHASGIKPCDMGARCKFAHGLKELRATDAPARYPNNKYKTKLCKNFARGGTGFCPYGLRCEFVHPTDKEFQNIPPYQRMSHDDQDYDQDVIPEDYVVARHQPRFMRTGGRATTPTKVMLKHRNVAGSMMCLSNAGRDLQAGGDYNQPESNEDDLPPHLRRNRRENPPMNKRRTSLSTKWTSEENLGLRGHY
* marks the source's active call; other numbers are inactive results.

For OCCC1CN(Cc2ccc(C(F)(F)F)cc2)CCN1Cc1ccccc1 (configuration not stated) the results were BCLXL inh 0, MCL1-BIM inh -9, Fam108B counter -1, EBNA-1 inh -11, ZTA DNA inh 16, Yeast superoxide 111, Efflux pump mplx 0.2, GLD-1 TGE inh 1 and MEX-5 binding 3.0.
For Cc1cccc(NC(=O)CN2C(=O)CCS(=O)(=O)c3ccccc32)c1C the results were BCLXL inh 2, MCL1-BIM inh 7, Fam108B counter 0, EBNA-1 inh -2, ZTA DNA inh -7, Yeast superoxide 111, Efflux pump mplx 0.3, GLD-1 TGE inh 2 and MEX-5 binding -3.3.
Oc1ccc2ccccc2c1CNc1ccc(Br)cn1 was read as BCLXL inh 9, MCL1-BIM inh 15, Fam108B counter 0, EBNA-1 inh -12, ZTA DNA inh -7, Yeast superoxide 96, Efflux pump mplx 0.2, GLD-1 TGE inh 16 and MEX-5 binding -0.4.
Screening CCOC(=O)CC1=C(C(=O)OCC)C(c2ccc(C)o2)C(C#N)=C(N)O1 (configuration not stated) returned BCLXL inh 37*, MCL1-BIM inh 31, Fam108B counter -2, EBNA-1 inh 4, ZTA DNA inh -1, Yeast superoxide 102, Efflux pump mplx -0.2, GLD-1 TGE inh 34* and MEX-5 binding -19.
O=C(O)c1ccc(CSc2nnc(-c3ccncc3)n2-c2ccc(Br)cc2)cc1 was read as BCLXL inh 0, MCL1-BIM inh -13, Fam108B counter 0, EBNA-1 inh -1, ZTA DNA inh 5, Yeast superoxide 83, Efflux pump mplx -0.1, GLD-1 TGE inh 8 and MEX-5 binding 2.6.
Screening CC(C)c1ccc(N(CC(=O)N2CCOCC2)S(C)(=O)=O)cc1 returned BCLXL inh 2, MCL1-BIM inh 14, Fam108B counter -1, EBNA-1 inh 1, ZTA DNA inh -5, Yeast superoxide 92, Efflux pump mplx -0.3, GLD-1 TGE inh 3 and MEX-5 binding 2.3.
Screening Cc1cc(C(=O)CSc2nnc(-c3ccc(F)cc3)o2)c(C)n1CC1CCCO1 (configuration not stated) returned BCLXL inh 0, MCL1-BIM inh -3, Fam108B counter -4, EBNA-1 inh -4, ZTA DNA inh 0, Yeast superoxide 99, Efflux pump mplx 0.1, GLD-1 TGE inh 2 and MEX-5 binding 0.4.
`Cc1ccc(C)c(NC(=O)CCC(=O)N/N=C/c2ccc3c(c2)OCO3)c1` gave BCLXL inh -1, MCL1-BIM inh -6, Fam108B counter -4, EBNA-1 inh -5, ZTA DNA inh -6, Yeast superoxide 109, Efflux pump mplx 0.2, GLD-1 TGE inh -8 and MEX-5 binding -0.9.
For CCn1ncc(NC(=S)NCCc2ccccc2)c1C(N)=O the results were BCLXL inh 1, MCL1-BIM inh -6, Fam108B counter -2, EBNA-1 inh -8, ZTA DNA inh 8, Yeast superoxide 95, Efflux pump mplx 0.1, GLD-1 TGE inh -1 and MEX-5 binding 1.9.
Screening O=C(N/C(=C/c1ccccc1)C(=O)N1CCCCC1)c1ccco1 returned BCLXL inh 1, MCL1-BIM inh 3, Fam108B counter 2, EBNA-1 inh 5, ZTA DNA inh -11, Yeast superoxide 96, Efflux pump mplx -0.1, GLD-1 TGE inh 4 and MEX-5 binding -1.4.
For O=C(CCCn1c(=O)c2sccc2n(CC(=O)OCc2ccccc2)c1=O)NCc1ccco1 the results were BCLXL inh -1, MCL1-BIM inh -1, Fam108B counter -3, EBNA-1 inh -10, ZTA DNA inh -6, Yeast superoxide 108, Efflux pump mplx 0.3, GLD-1 TGE inh 5 and MEX-5 binding -1.7.
`CC(NC(=O)c1ccco1)C(=O)N1CCN(S(=O)(=O)c2ccccc2C#N)CC1` (configuration not stated) gave BCLXL inh -4, MCL1-BIM inh 0, ZTA DNA inh 16, Yeast superoxide 89, Efflux pump mplx 0.0 and GLD-1 TGE inh 0.
For O=C(CSc1nc2cc(Cl)ccc2o1)Nc1ccc(N2CCOCC2)cc1 the results were BCLXL inh -4, MCL1-BIM inh -1, Fam108B counter -1, EBNA-1 inh 5, ZTA DNA inh 6, Yeast superoxide 91, Efflux pump mplx -0.1, GLD-1 TGE inh 4 and MEX-5 binding -0.5.
C/C(Cc1ccccc1)=N/NC(=O)CCCC(=O)N/N=C(/C)Cc1ccccc1 was read as BCLXL inh 2, MCL1-BIM inh 9, Fam108B counter 3, EBNA-1 inh 0, ZTA DNA inh 15, Yeast superoxide 101, Efflux pump mplx -0.3, GLD-1 TGE inh 2 and MEX-5 binding 3.2.
For Nc1c(C(=O)Nc2ccc(Cl)c(C(=O)O)c2)sc2nc3c(cc12)CCCC3 the results were BCLXL inh 15, MCL1-BIM inh 15, Fam108B counter -2, EBNA-1 inh -4, ZTA DNA inh -13, Yeast superoxide 97, Efflux pump mplx -0.3, GLD-1 TGE inh -3 and MEX-5 binding -4.0.
`Cc1cccc(Oc2coc3cc(OC(=O)c4cccs4)ccc3c2=O)c1` gave BCLXL inh 8, MCL1-BIM inh 4, Fam108B counter -6, EBNA-1 inh 5, ZTA DNA inh 16, Yeast superoxide 95, Efflux pump mplx 0.1, GLD-1 TGE inh 8 and MEX-5 binding -1.4.
Screening COc1ccc(NC(=O)Nc2ccc(C(=O)N3CCOCC3)cc2)c(OC)c1 returned BCLXL inh 6, MCL1-BIM inh 11, Fam108B counter -2, EBNA-1 inh 6, ZTA DNA inh 4, Yeast superoxide 111, Efflux pump mplx -0.2, GLD-1 TGE inh -3 and MEX-5 binding -0.3.
Screening NC(=O)c1cc(S(=O)(=O)N2CCc3ccccc3C2)cs1 returned BCLXL inh -6, MCL1-BIM inh 3, Fam108B counter 0, EBNA-1 inh 3, ZTA DNA inh 3, Yeast superoxide 93, Efflux pump mplx -0.1, GLD-1 TGE inh -9 and MEX-5 binding -1.2.
O=C(CN(C(=O)c1csnn1)c1ccc(F)cc1)NCc1ccc2c(c1)OCO2 was read as BCLXL inh 7, MCL1-BIM inh 4, Fam108B counter -2, EBNA-1 inh 2, ZTA DNA inh -6, Yeast superoxide 107, Efflux pump mplx -0.2, GLD-1 TGE inh -2 and MEX-5 binding 2.6.
Screening O=S(=O)(c1cccs1)N1CCN(CC(O)COC2CCCc3ccccc32)CC1 (configuration not stated) returned BCLXL inh 7, MCL1-BIM inh 4, Fam108B counter 2, EBNA-1 inh 2, ZTA DNA inh 4, Yeast superoxide 96, Efflux pump mplx 0.0, GLD-1 TGE inh -2 and MEX-5 binding -0.8.
For Cc1noc(C(=O)N2CC3(C)CC2CC(C)(C)C3)c1Cl (configuration not stated) the results were BCLXL inh 6, MCL1-BIM inh 9, Fam108B counter 2, EBNA-1 inh 8, ZTA DNA inh -2, Yeast superoxide 95, Efflux pump mplx 0.0, GLD-1 TGE inh -2 and MEX-5 binding 0.7.
Screening Cc1ccc(C(C)C)c(OCC#CCN2CCOCC2)c1 returned BCLXL inh 4, MCL1-BIM inh 7, Fam108B counter -3, EBNA-1 inh 11, ZTA DNA inh -10, Yeast superoxide 99, Efflux pump mplx 0.1, GLD-1 TGE inh -3 and MEX-5 binding 0.7.
Cn1nc(C(=O)NNC(=O)C(CCC(N)=O)NS(=O)(=O)c2ccc(Cl)cc2)c2ccccc2c1=O (configuration not stated) was read as BCLXL inh 3, MCL1-BIM inh 10, ZTA DNA inh 13, Yeast superoxide 96, Efflux pump mplx 0.0 and GLD-1 TGE inh 1.
For CC(=O)c1ccc(NC(=O)C2=CC(c3ccco3)=NS(=O)(=O)N2C)cc1 the results were BCLXL inh 0, MCL1-BIM inh -3, Fam108B counter 7, EBNA-1 inh -2, ZTA DNA inh -11, Yeast superoxide 101, Efflux pump mplx 0.1, GLD-1 TGE inh -8 and MEX-5 binding -2.1.
COc1ccc(OC)c(C(=O)CSc2nnc(Cc3cccs3)n2C)c1 was read as BCLXL inh -13, MCL1-BIM inh -8, Fam108B counter 1, EBNA-1 inh 3, ZTA DNA inh 6, Yeast superoxide 90, Efflux pump mplx -0.1, GLD-1 TGE inh 1 and MEX-5 binding -0.4.
Screening O=C(CCCCCN1C(=O)c2cccc3cccc(c23)C1=O)NCCO returned BCLXL inh 4, MCL1-BIM inh 0, Fam108B counter 2, EBNA-1 inh -1, ZTA DNA inh -11, Yeast superoxide 104, Efflux pump mplx 0.0, GLD-1 TGE inh 8 and MEX-5 binding 0.2.
Screening O=C(c1ccoc1)N1CCCC(CO)(CCCc2ccccc2)C1 (configuration not stated) returned BCLXL inh 1, MCL1-BIM inh 11, Fam108B counter 1, EBNA-1 inh -1, ZTA DNA inh -4, Yeast superoxide 108, Efflux pump mplx 4.4, GLD-1 TGE inh 1 and MEX-5 binding 3.8.
`Cc1ccc(-n2c(SCC(=O)NCc3ccco3)nc3c([nH]c4ccccc43)c2=O)cc1` gave BCLXL inh 3, MCL1-BIM inh 7, Fam108B counter -4, EBNA-1 inh 16, ZTA DNA inh 2, Yeast superoxide 93, Efflux pump mplx -0.1, GLD-1 TGE inh 0 and MEX-5 binding -2.1.
COC(=O)[C@@H]1[C@H](CCc2ccccc2)NC(=O)N(Cc2ccccc2)[C@@H]1C was read as BCLXL inh 4, MCL1-BIM inh 11, Fam108B counter 0, EBNA-1 inh 11, ZTA DNA inh -7, Yeast superoxide 113, Efflux pump mplx 0.0, GLD-1 TGE inh 0 and MEX-5 binding 2.4.
Screening O=[N+]([O-])c1ccc(Cl)cc1NCC1CCCO1 (configuration not stated) returned BCLXL inh 3, MCL1-BIM inh -1, Fam108B counter -1, EBNA-1 inh 9, ZTA DNA inh 1, Yeast superoxide 77, Efflux pump mplx -0.1, GLD-1 TGE inh 5 and MEX-5 binding 0.1.
For Cn1c(C(=O)Nc2ccc3c(c2)OCCO3)cc2sccc21 the results were BCLXL inh 1, MCL1-BIM inh 0, Fam108B counter 2, EBNA-1 inh 0, ZTA DNA inh -12, Yeast superoxide 103, Efflux pump mplx -0.1, GLD-1 TGE inh -3 and MEX-5 binding 2.4.
Cc1ccc2c(C)c(C(=O)N3CCN(C4CCS(=O)(=O)C4)CC3)oc2c1C (configuration not stated) was read as BCLXL inh 0, MCL1-BIM inh 0, Fam108B counter 4, EBNA-1 inh -6, ZTA DNA inh 23, Yeast superoxide 99, Efflux pump mplx 0.3, GLD-1 TGE inh -7 and MEX-5 binding 0.8.
`CCCNC(=S)N1CCN(c2nc(-c3ccc(C)cc3)cs2)CC1` gave BCLXL inh 3, MCL1-BIM inh 6, Fam108B counter 1, EBNA-1 inh -7, ZTA DNA inh 1, Yeast superoxide 97, Efflux pump mplx -0.1, GLD-1 TGE inh 3 and MEX-5 binding -0.5.
Screening COc1ccc(Cc2nnc(NC(=O)Cn3cnc4c3c(=O)n(C)c(=O)n4C)s2)cc1OC returned BCLXL inh 4, MCL1-BIM inh 7, Fam108B counter -2, EBNA-1 inh -11, ZTA DNA inh -6, Yeast superoxide 100, Efflux pump mplx -0.1, GLD-1 TGE inh -2 and MEX-5 binding -2.8.
